# NFkB transloc pot: enhances IL-1B driven NFkB nuclear translocation; HUVEC IL-1B NFkB p65 nuclear translocation imaging; actives 0.3% (n = 94,000); activation, % at 2 µM;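 active = activation above 40%, about the mean plus 3 SD, also judged a hit on visual image review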;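 note: percent activation is computed from the nuclear over cytoplasmic p65 intensity ratio; values of inactives mirror those of a sister screen read the other way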
# Bcl-B displacement: displacers of TR3 peptide from Bcl-B, primary screen, selectivity assay for Bfl-1 inhibitor project, biochemical, fluorescence polarization; actives 0.11% (n = 96,000); FP displacement of FITC-TR3 peptide from Bcl-B; higher % means a stronger effect; displacement, % at 20 µM, or IC50 in µM where a hit was titrated; AID 748;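 active = displacement above 50% at 20 µM plus a fluorescence interference ratio under 1.5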;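 note: plate controls were wells without compound for no effect and wells lacking Bcl-B protein for full effect; a part of the inactive calls stands beside numbers as strong as those of hits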
# MRP reversal: MRP-mediated drug resistance reversal; H69AR cells + 2 uM doxorubicin, CellTiter-Glo, 72 h; differential viability (reversal), % at 10 µM; actives 0.04% (n = 85,000); AID 602;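 active = viability drop by adding the cancer drug above about 55%, with treated viability meeting a 40% cutoff, limit read from the data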;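 note: viability without doxorubicin minus viability with 2 µM doxorubicin for each compound; larger differential means the compound sensitizes cells more to doxorubicin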
# PLAP inhibitors HTS: PLAP enzyme inhibitors, biochemical, luminescence, HTS (AID 690). actives 0.08% (n = 96,000). purified PLAP, luminescent substrate; higher % means a stronger effect. one-dose inhibition, % at 20 µM; IC50 in µM for titrated hits; in the data active = a potency from the dose series; inactive = the rest, 99 in 100 with inhibition below about 30%; note: strong numbers were not always called active
# IL1B NFkB inh: blocks IL-1B driven NFkB nuclear translocation in HUVEC cells; HUVEC IL-1B NFkB p65 nuclear translocation imaging; actives 0.43% (n = 94,000); inhibition, % at 2 µM;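 active = inhibition above about 30% together with a positive call from visual inspection of the well image, limit read from the data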;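 note: nuclear over cytoplasmic p65 intensity ratio measured by imaging; 0% = IL-1B stimulated DMSO wells and 100% = unstimulated DMSO wells; values of inactives mirror those of a sister screen read the other way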
# MRP reversal cytotoxicity: also measured in MRP reversal; calls as there; viability, %; H69AR cells, CellTiter-Glo, 72 h; measured here: cytotoxicity without doxorubicin
# MRP reversal with doxorubicin: recorded beside MRP reversal, whose call it bears; viability, %; measured here: viability with 2 uM doxorubicin; active compounds read low
# IL1B NFkB inh cell count 2 µM: recorded beside IL1B NFkB inh, whose call it bears; cell count; measured here: cells passing quality filter;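 raw number of nuclei counted in each imaged well without normalization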
# NFkB transloc pot cell count 2 µM: recorded beside NFkB transloc pot, whose call it bears; cell count; measured here: cells passing quality filter
# Starred values were filed as active, the others as inactive; x = no result given. Not all compounds are listed (hit frequency here may not be typical).
Molecule	NFkB transloc pot	NFkB transloc pot cell count 2 µM	Bcl-B displacement	MRP reversal	MRP reversal cytotoxicity	MRP reversal with doxorubicin	PLAP inhibitors HTS	IL1B NFkB inh	IL1B NFkB inh cell count 2 µM
CCOc1ccc(NC(=O)CSc2nc(C)cc(C)n2)cc1	-3	117	x	-7	90	97	x	3	117
CC(=O)c1cc(-c2ccccc2)n(CC(=O)NCc2cccs2)c1C	-4	135	-21%	20	89	70	10%	4	135
CC(C)c1nnc(NC(=O)c2cccnc2)s1	6	97	6%	18	99	82	-24%	-6	97
O=C(COC(=O)CCCNC(=O)c1ccc(Cl)cc1)NCc1ccccc1Cl	-10	168	-6%	x	x	x	0%	10	168
CC(C)(C)c1ccc(COC(=O)CNC(=O)CNC(=O)Cc2ccccc2)cc1	-7	153	3%	x	x	x	10%	7	153
COc1ccc(-c2nsc(C(=O)N(c3ccc(F)cc3)C(C(=O)NC3CCCC3)c3ccc(OC)cc3)c2N)cc1 (configuration not stated)	x	x	-9%	x	x	x	-23%	x	x
CC(=O)Nc1ccc(C(=O)CSc2nnc(C)o2)cc1	x	x	-16%	13	97	83	4%	x	x
O=C(c1ccc(=O)oc1)N1CCCc2ccccc21	-18	156	18%	-3	78	81	2%	18	156
CCOC(=O)N1CCN(C(=O)c2ccccc2NC(=O)c2ccc(OC)cc2)CC1	-14	98	-10%	4	84	79	-30%	14	98
Cc1ccccc1NC(=O)CSc1nnc(Cc2cccn2C)n1-c1ccc(F)cc1	-10	53	-4%	-4	85	89	-20%	10	53
Cc1nc(NC(=O)CC(C)C)sc1-c1csc(Nc2ccc(Cl)cc2Cl)n1	-6	190	-14%	x	x	x	-8%	6	190
N#C/C(=C(/O)C(Cl)c1ccccc1)c1nc2ccccc2s1 (configuration not stated)	-5	192	-6%	x	x	x	-26%	5	192
CCN(CC)S(=O)(=O)c1cc(C(=O)Nc2ccccc2C(=O)O)ccc1OC	6	123	-2%	-1	101	101	-24%	-6	123
CC1CCN(C(=O)CNC(=O)Cn2ccc3ccccc3c2=O)CC1	9	37	-13%	-1	99	100	-9%	-9	37
O=C(NCCN1CCN(c2ccccc2F)CC1)C1c2ccccc2C(=O)N2CCc3ccccc3C12 (configuration not stated)	4	127	1%	5	87	82	-70%	-4	127
COC(=O)CNC(=O)COC(=O)c1cc(Cl)cc(Cl)c1N	0	145	x	x	x	x	x	0	145
CCCOc1ccc(C(C)=O)cc1CSc1nc(O)cc(=O)[nH]1	x	x	-13%	8	86	77	-33%	x	x
CCOC(=O)CCSc1nc(C)cc(C(F)(F)F)c1C#N	6	142	-17%	20	108	88	25%	-6	142
COC(=O)c1[nH]c(C)c(/C(O)=C2\C(=O)C(=O)N(CCN(C)C)C2c2ccc(C)o2)c1C (configuration not stated)	17	134	-17%	10	97	86	-34%	-17	134
C=CCn1c(C)c(C(C)=O)c(N2CCCC2)nc1=S	16	171	8%	-2	101	103	0%	-16	171
CN1CC(=O)N/C1=N\C(=O)Nc1ccc2c(c1)N(C)C(=O)CS2	-8	195	-9%	10	92	82	-179%	8	195
CS(=O)(=O)NCCSCc1ccc(Cl)cc1	9	138	2%	7	97	90	-9%	-9	138
CC1=CC(=C(C#N)c2nc3ccccc3s2)C=C(C)N1Cc1ccco1	1	137	-21%	x	x	x	15%	-1	137
CCOc1ccc(C)cc1S(=O)(=O)Nc1cccnc1	-6	138	x	-7	101	108	x	6	138
COc1ccc(CCNC(=O)COC(=O)c2cnccn2)cc1	8	169	-4%	4	104	100	-22%	-8	169
CCOc1cc(S(=O)(=O)NCc2ccccc2)ccc1F	-8	119	-9%	-10	99	108	17%	8	119
COc1ccc(NCc2nnc(SCC(=O)Nc3cc(C(F)(F)F)ccc3Cl)o2)cc1	-2	89	-3%	11	95	84	-127%	2	89
CCN(CC)C(=O)c1ccc2c(=O)n(CCOC)c(=S)[nH]c2c1	19	149	-5%	10	90	80	-4%	-18	149
COc1cccc(C(=O)NC2CC3CCCC(C2)N3CC(=O)Nc2ccc(N(C)C)cc2)c1 (configuration not stated)	4	178	8%	-4	82	87	-28%	-4	178
O=C(NC1CCCC1)C(c1ccsc1)N(Cc1ccccc1)C(=O)Cc1cccs1 (configuration not stated)	-4	159	-3%	x	x	x	8%	-4	145

# Single records (already shown). Values in the order: NFkB transloc pot, NFkB transloc pot cell count 2 µM, Bcl-B displacement, MRP reversal, MRP reversal cytotoxicity, MRP reversal with doxorubicin, PLAP inhibitors HTS, IL1B NFkB inh, IL1B NFkB inh cell count 2 µM
# Shown for CN1CC(=O)N/C1=N\C(=O)Nc1ccc2c(c1)N(C)C(=O)CS2 : -8, 195, -9%, 10, 92, 82, -179%, 8, 195
# Shown for Cc1nc(NC(=O)CC(C)C)sc1-c1csc(Nc2ccc(Cl)cc2Cl)n1 : -6, 190, -14%, x, x, x, -8%, 6, 190
# Shown for C=CCn1c(C)c(C(C)=O)c(N2CCCC2)nc1=S : 16, 171, 8%, -2, 101, 103, 0%, -16, 171
# Shown for CC(C)(C)c1ccc(COC(=O)CNC(=O)CNC(=O)Cc2ccccc2)cc1 : -7, 153, 3%, x, x, x, 10%, 7, 153
# Shown for Cc1ccccc1NC(=O)CSc1nnc(Cc2cccn2C)n1-c1ccc(F)cc1 : -10, 53, -4%, -4, 85, 89, -20%, 10, 53

# The listing continues:
Molecule	NFkB transloc pot	NFkB transloc pot cell count 2 µM	Bcl-B displacement	MRP reversal	MRP reversal cytotoxicity	MRP reversal with doxorubicin	PLAP inhibitors HTS	IL1B NFkB inh	IL1B NFkB inh cell count 2 µM
Nc1c(C(=O)Nc2ccccc2F)sc2nc(Cc3ccccc3)cc(C(F)(F)F)c12	-11	125	69%	x	x	x	-26%	11	125
CCOC(=O)c1cnc2c(C)c(Cl)ccc2c1N1CCOCC1	-2	182	-10%	-13	57	70	12%	2	182
CCCN1Cc2cccc(C(=O)Nc3ccc4c(c3)OCO4)c2C1=O	x	x	-5%	-5	76	81	16%	x	x
O=C(c1c[nH]c2ccc(S(=O)(=O)N3CCOCC3)cc2c1=O)N1CCCC1	5	119	-8%	2	97	95	-2%	-5	119
Cc1c(Cl)cccc1NC(=O)CCN1CCCCC1	-1	149	-5%	-11	86	97	9%	1	149
O=C(CSc1nc2ccccc2c(=O)[nH]1)NCc1ccc(Cl)cc1	-2	162	-175%	25	109	84	-1%	2	162
COc1cccc(-c2cc(C(=O)Nc3cccc(O)c3)no2)c1	x	x	3%	x	x	x	-15%	x	x
COc1ccc(C2=NOC(C(=O)NCC(C)C)C2)cc1 (configuration not stated)	x	x	7%	16	96	80	1%	x	x
CCN(CC)C(=O)c1oc2ccc(S(=O)(=O)N3CCCCCC3)cc2c1C	x	x	-4%	-23	41	64	-34%	x	x
COc1cccc(-n2c(SCC(=O)O)nnc2-c2cccnc2)c1	2	129	8%	9	87	78	-1%	-2	129

# Next section:
# Below each compound – NFkB transloc pot	NFkB transloc pot cell count 2 µM	Bcl-B displacement	MRP reversal	MRP reversal cytotoxicity	MRP reversal with doxorubicin	PLAP inhibitors HTS	IL1B NFkB inh	IL1B NFkB inh cell count 2 µM
- CC(C)CN(C(=O)c1nn(C)c(=O)c2ccccc12)c1nc2ccccc2s1
    21	65	-15%	8	84	76	-54%	-21	65
- COCCNC(=S)NC12CC3CC(CC(C3)C1)C2
    6	136	16%	15	91	76	7%	-6	136
- O=C(Nc1ccccc1-c1nc2ccccc2s1)c1ccco1
    13	133	4%	-13	37	51	-3%	-13	133
- Cc1ccc2c(c1)c1c(n2C)C(=O)CCC1
    -3	177	-4%	5	94	89	-2%	3	177
- CCCCOC(=O)CCc1n[nH]c(=O)[nH]c1=O
    -10	58	-5%	-7	94	101	-2%	10	58
- Cc1ccc(S(=O)(=O)N2CCN(S(=O)(=O)N3CCOCC3)CC2)c(C)c1
    11	143	1%	-1	99	100	-34%	-11	143
- COc1ccc(S(=O)(=O)N2CCCC2C(=O)NCc2cccs2)cc1 (configuration not stated)
    -1	166	7%	-10	88	98	3%	1	166
- O=C(CCCn1c(=S)[nH]c2ccc(Br)cc2c1=O)N1CCN(c2ccccn2)CC1
    14	183	-3%	-18	57	74	-46%	-14	183
- CCOC(=O)C(CSCC(=O)c1ccc(Cl)cc1)NC(=O)OC(C)(C)C (configuration not stated)
    -3	93	3%	15	96	80	18%	3	93
- CCc1nc2ccccc2c2nc3ccccc3n12
    x	x	5%	-26	50	77	37%	x	x
- OCCCCNCc1ccc(OCc2ccc(Cl)cc2)cc1
    -7	93	-6%	x	x	x	-39%	7	93
- O=C(C1CC1)N1CCc2cc(Br)cc(S(=O)(=O)NCC3COc4ccccc4O3)c21 (configuration not stated)
    x	x	-10%	17	86	69	-42%	x	x
- OCCN=Cc1c(O)[nH]c2ccccc12
    -2	158	7%	-8	74	81	3%	2	158
- c1ccc(CN2CCN(c3nc4ccccc4n4cnnc34)CC2)cc1
    -12	38	1%	5	79	74	-71%	12	38
- Cc1ccc(SCc2nc3ccccc3[nH]2)cc1
    20	187	-14%	x	x	x	6%	-20	187
- CC(=O)OC1CC(C)(C)N(OC(=O)c2ccccc2)C(C)(C)C1
    x	x	-4%	0	104	104	-68%	x	x
- Cc1cccc(NC(=O)C(C)N2C(=O)C3C4CC(C(Br)C4Br)C3C2=O)c1 (configuration not stated)
    x	x	0%	x	x	x	-20%	x	x
- O=C(CNC(=O)c1ccco1)OCc1ccc(C(=O)Oc2ccccc2)cc1
    -2	112	1%	-5	100	104	-31%	2	112
- COCCn1cc(C(=O)N2CCC(C)CC2)c2c3ccccc3n(C)c2c1=O
    2	200	-11%	-10	73	82	-54%	-2	200
- COc1ccc(C(CC(=O)O)NS(=O)(=O)c2ccc(C)cc2)cc1 (configuration not stated)
    3	149	10%	0	105	104	-40%	-2	149
- Brc1ccc(-c2cn3cccnc3n2)cc1
    6	153	-6%	15	100	85	-3%	-6	153
- Cc1ccccc1NC(=O)CSC(N)=O
    2	122	-14%	-22	60	82	-15%	-2	122
- O=C(CN1C(=O)NC2(CCCCCC2)C1=O)Nc1ccc(S(=O)(=O)N2CCOCC2)cc1
    -6	155	9%	1	88	87	-19%	6	155
- C=C(c1ccc(O)cc1)c1ccc(O)cc1
    25	118	-3%	-35	23	58	-4%	-25	118
- Cc1nn(C)cc1CNC(=O)Nc1ccc(Cl)cc1
    11	148	x	0	91	91	x	-11	148
- CCOc1ccccc1CN(Cc1ccco1)S(=O)(=O)c1ccc(-n2cnnn2)c(OC)c1
    14	132	-9%	x	x	x	9%	-14	132
- COc1ccccc1NC(=O)c1nn(-c2ccc(OC(F)(F)F)cc2)ccc1=O
    -2	140	0%	x	x	x	15%	2	140
- CNc1cc(-n2nc(C)cc2-c2ccccc2)ncn1
    -3	107	17%	2	93	90	-21%	3	107
- COc1cc(CC(=O)OC2CCOC2=O)cc(OC)c1OC (configuration not stated)
    1	146	1%	6	93	87	9%	-1	146
- COc1cccc(/C=N/n2c(N)c(S(=O)(=O)c3cccs3)c3nc4ccccc4nc32)c1OC
    -10	188	6%	x	x	x	-15%	10	188

# Source: PubChem BioAssay
